Screening data from PubChem.
SUMO1-SIM PPI – modulators of human SUMO1-mediated protein-protein interactions; SUMO1 binding to a labelled peptide, TR-FRET, 1 h; inhibition, % at 20 µM; 0.33% of 360,000 active; in the data active means inhibition above about 37%
Scp1 inh – blocks human Scp-1 phosphatase activity; 0.88% of 340,000 active; AID 493091; inhibition, % at 20 µM; Recombinant Scp1, phosphopeptide, malachite green phosphate absorbance;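 active means inhibition above about 50% at 20 µM, limit read from the data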;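 further: plate controls were DMSO wells with enzyme for no effect and wells lacking enzyme for full effect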
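Test system: SCP-1 phosphatase catalytic domain, residues 76-261 | Compound dosing: One concentration, 20 µM, with 1.0% DMSO | Schedule: 45 min room-temperature reaction, 5 min colour, 30 min stabiliser | Detection: Absorbance at 630 nm | Read-out basis: % inhibition of SCP-1 phosphate liberation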
STEP inh – blocks human striatal-enriched tyrosine phosphatase; recombinant STEP, OMFP fluorogenic substrate, fluorescence; P54829; 0.25% of 360,000 active; inhibition, % at 20 µM;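 active means inhibition at 20 µM, scaled per plate between control wells, above about 37%, limit read from the data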;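 further: 0% = DMSO with enzyme and substrate and 100% = substrate only without enzyme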
Target sequence (P54829 whole entry, looked up): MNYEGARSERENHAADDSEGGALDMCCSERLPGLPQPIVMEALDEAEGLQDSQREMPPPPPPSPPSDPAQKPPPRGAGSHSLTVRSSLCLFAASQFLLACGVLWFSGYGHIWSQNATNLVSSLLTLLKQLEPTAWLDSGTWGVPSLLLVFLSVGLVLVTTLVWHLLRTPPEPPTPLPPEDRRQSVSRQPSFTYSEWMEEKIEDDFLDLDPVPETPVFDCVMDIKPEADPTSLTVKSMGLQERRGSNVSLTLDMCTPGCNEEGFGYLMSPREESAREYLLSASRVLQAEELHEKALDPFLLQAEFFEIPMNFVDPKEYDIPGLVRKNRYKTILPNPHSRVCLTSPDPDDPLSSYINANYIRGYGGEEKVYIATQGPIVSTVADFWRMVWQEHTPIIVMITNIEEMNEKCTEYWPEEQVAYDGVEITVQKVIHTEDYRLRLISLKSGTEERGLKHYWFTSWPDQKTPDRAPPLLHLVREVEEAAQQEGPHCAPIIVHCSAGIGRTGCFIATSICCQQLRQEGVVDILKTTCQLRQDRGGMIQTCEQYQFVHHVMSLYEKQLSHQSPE
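Assay system: isolated STEP enzyme / Timing: 20 min at room temperature, dark / Doses: 20 µM, 1% DMSO / Technique: fluorescence intensity, excitation 480 nm, emission 540 nm / Reagent: fluorogenic phosphatase substrate OMFP at 25 µM final / Measure: percent inhibition scaled to no-enzyme and uninhibited-enzyme controls, plate-pattern corrected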
Rpn11 block – blocks the human proteasome subunit Rpn11 | 0.59% of 360,000 active | O00487 | human 26S proteasome, Ub4-pepOG fluorescence polarization; 20S core pre-blocked with epoxomicin | calls only at 20 µM;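 active means inhibition at 20 µM, scaled to each plate's controls, above about 33%, limit read from the data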
Target sequence (O00487 whole entry, looked up): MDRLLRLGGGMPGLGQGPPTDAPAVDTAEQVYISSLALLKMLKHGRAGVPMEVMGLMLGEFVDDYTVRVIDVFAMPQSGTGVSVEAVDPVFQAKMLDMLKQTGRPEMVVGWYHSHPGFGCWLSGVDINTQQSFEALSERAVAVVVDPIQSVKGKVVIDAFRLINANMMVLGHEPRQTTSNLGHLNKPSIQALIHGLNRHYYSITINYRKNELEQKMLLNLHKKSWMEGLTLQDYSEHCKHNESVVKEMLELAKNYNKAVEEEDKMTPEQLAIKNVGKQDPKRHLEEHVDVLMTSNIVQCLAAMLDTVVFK
MsrA inh – inhibitors of bovine MsrA | purified bovine MsrA, absorbance read-out | inhibition, % at 15.5 µM | 0.75% of 360,000 active | AID 651718; in the data active means inhibition above about 4.5%;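 further: 0% = vehicle wells with enzyme and 100% = reference inhibitor wells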
Tb MetRS inh – blocks T. brucei methionyl-tRNA synthetase activity; purified T. brucei MetRS, ATP depletion, Kinase-Glo luminescence; 0.4% of 360,000 active; inhibition, % at 11.9 µM; AID 624268;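 active means inhibition above a per-plate cutoff of the control wells' mean inhibition plus 3 SD, cut at about 5.5% in these data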;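 further: 0% = DMSO wells median and 100% = median of wells with control inhibitor compound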
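technique = Kinase-Glo luminescence, ATP depletion format | system = purified MetRS (methionyl-tRNA synthetase) enzyme from Trypanosoma brucei | timing = 15 min preincubation, 2 h reaction, all 25 °C | evaluation = percent inhibition versus plate control medians | dosing = single dose, 11.9 µM final nominal, 0.9% final DMSO | also added = substrates ATP, L-methionine and bulk Escherichia coli tRNA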
DNMT1 inh – inhibitors of human DNMT1; P26358; DNMT1 molecular beacon, Hinp1I cleavage, fluorescence; inhibition (reported as % activation of signal), % at 10 µM; 0.83% of 360,000 active; in the data active means inhibition above about 50%
NadD inh – inhibitors of Staphylococcus aureus NadD. AID 602399. 0.78% of 360,000 active. purified NadD enzyme, colorimetric absorbance read-out. inhibition, % at 20 µM; in the data active means inhibition above about 26%; further: some compounds past the cut are filed as inactive
CSN inh – CSN deneddylation inhibition | Purified CSN, SCF-Nedd8-OG deneddylation, fluorescence polarization | inhibition, % at 12.5 µM | 0.38% of 360,000 active;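 active means pattern-corrected inhibition above about 35%, with an unprinted fluorescence ratio check between 0.5 and 1.5, limit read from the data, passing the limit was not always enough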;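 further: 0% = enzyme with substrate and 100% = substrate without enzyme; some results filed as inactive read as strong as hits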
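Assay system: HEK293T-derived human Csn5 enzyme; quantity: 0.24 nM enzyme; medium: Tris/NaCl/DTT buffer, pH 7.5; also added: substrate SCFSkp2-Nedd8OG, 10 nM; doses: 12.5 µM compound; schedule: 90 min reaction at room temperature; signal: FP; read-out: % inhibition of substrate cleavage by Csn5; benchmarks: substrate-only high control, full reaction low control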
LMPTP inh – blocks human LMPTP phosphatase | P24666 | recombinant LMPTP-A, OMFP fluorogenic substrate, fluorescence intensity | inhibition, % at 20 µM | 0.22% of 360,000 active | AID 651560;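 active means compounds that cut the enzyme signal by at least half of the control window in the single-dose screen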;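 further: plate controls were DMSO wells with enzyme plus substrate for no effect and substrate without enzyme for full effect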
Target sequence (P24666 whole entry, looked up): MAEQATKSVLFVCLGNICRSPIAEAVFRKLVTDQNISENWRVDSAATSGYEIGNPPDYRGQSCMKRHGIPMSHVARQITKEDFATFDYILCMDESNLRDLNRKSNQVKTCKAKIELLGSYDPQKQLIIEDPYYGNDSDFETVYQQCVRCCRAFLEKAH
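Buffer or medium: Bis-Tris pH 6.0, DTT, detergent; Assay system: LMPTP-A enzyme; Quantity: 0.625 nM enzyme; Detection: endpoint fluorescence intensity; Times: 50 min dark incubation at room temperature; Controls: substrate-only low control, DMSO enzyme-plus-substrate high control; Doses: single 20 µM dose; Read-out: percent inhibition versus substrate-only and uninhibited controls; Reagent: 400 µM OMFP.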
Starred values were filed as active, the others as inactive; i = inactive; · = no result given.

SMILES	SUMO1-SIM PPI	Scp1 inh	STEP inh	Rpn11 block	MsrA inh	Tb MetRS inh	DNMT1 inh	NadD inh	CSN inh	LMPTP inh
Cc1cc(Cl)ccc1NC(=S)N1CCN(C(=O)c2ccco2)CC1	3	0	-1	i	-0.4	0.1	0	2	-8	-0.1
O=C(O)/C=C/c1ccc2c(-c3ccccc3)onc2c1	-2	-7	3	i	-0.1	-0.7	1	-4	-2	-0.8
COc1ccccc1C(C)NC(=O)CCOc1cccc(C)c1 (centres undefined)	3	-9	-7	i	0.0	-1.1	3	-6	-5	-1.2
COc1cccc(NC(=O)CN(C)C(=O)c2cc3c(s2)CCCC3)c1	-5	3	1	i	-0.2	-0.5	-2	-3	-4	0.9
COc1ccccc1NS(=O)(=O)c1cc(NC(=O)CNC(=O)c2ccccc2)ccc1C	17	0	-3	i	1.7	-1.0	-3	-3	2	-0.6
O=C(Nc1ccc([N+](=O)[O-])cn1)C1CCCCC1	-21	-5	-1	i	0.3	-0.5	5	0	-6	-0.1
CNc1cncc(-c2cccc(C(=O)NCCN(C)C)c2)n1	-7	·	0	i	1.1	-0.2	-1	2	-1	-1.6
Cc1cccc(NC(=O)c2onc3c2CCCC3)n1	3	-5	3	i	-1.4	-1.8	-2	-3	4	-0.2
CC(C)CNS(=O)(=O)c1ccc(CCC(=O)N2CCC(C(N)=O)CC2)cc1	2	10	-1	i	-0.1	-1.5	9	-6	3	0.2
Cc1csc(C(=O)O)c1-c1c(C)csc1C(=O)O	-1	2	0	i	0.7	-1.4	6	2	-13	-1.4
O=C(NCC(=O)N1CCCCCCC1)c1ccc(Cl)cc1	4	5	-1	i	-0.7	-0.5	4	-5	5	-1.9
Cc1cccc(NCC(O)Cn2cnc3c2c(=O)n(C)c(=O)n3C)c1 (centres undefined)	2	13	1	i	-0.4	-0.9	0	-2	1	-1.3
CCC(CO)N=CC1=C(O)CC(c2ccccc2)CC1=O (centres undefined)	0	-8	0	i	-0.6	-0.5	0	-2	-3	-0.8
COc1ccc(CN(C)C(=O)c2ccccc2Sc2ccccc2C#N)cc1OC	-2	-10	-2	i	1.4	-0.4	3	2	2	-0.4
COc1ccc(Cl)cc1NC(=S)NCCSc1ccc(C)cc1	-4	-12	-6	i	-0.4	-0.4	-9	1	11	3.6
C=C(C)C(O)COc1c2occc2c(OC)c2ccc(=O)oc12 (centres undefined)	-14	-4	1	i	0.8	1.2	5	2	3	0.0
O=C(CSc1nc2ccccc2o1)NC(=O)NCc1ccccc1	-5	-13	-2	i	0.0	-0.6	-3	-2	-1	-2.3
C=C(C)Cn1c(=O)c2c(nc3n2CCN3c2cccc(Cl)c2C)n(C)c1=O	1	-3	3	i	-0.1	0.0	3	2	0	-1.1
OC(COCCC12CC3CC(CC(C3)C1)C2)CN1CCCCC1 (centres undefined)	3	-8	-4	i	0.2	-0.1	-4	1	2	-1.7
CN(CCNC(=O)c1ccc(/C=N/O)nc1)Cc1ccccc1	-5	-2	-3	i	-1.4	0.0	2	0	2	-1.9
CC(NC(=O)c1ccc(CS(C)(=O)=O)cc1)c1cccc2ccccc12 (centres undefined)	-2	-8	-1	i	-1.5	-0.2	1	-3	0	-0.2
O=C(NNc1nc2ccccc2s1)Nc1ccc(F)cc1	-9	-5	-2	i	-0.3	-1.0	5	3	0	-0.2
NC(=O)C1CCN(C2=C(Cl)C(=O)c3ccccc3C2=O)CC1	-16	-5	-3	i	0.6	0.2	43	13	2	0.0
COc1ccc(-c2cc(=O)oc3cc(OC(=O)C4CCCCC4)ccc23)cc1	-11	-7	2	i	2.8	-0.6	5	3	6	5.2
COc1ccc(-c2cn(CCc3c[nH]c4ccccc34)nn2)cc1	0	6	4	i	-0.8	-0.1	2	-1	6	2.3

Looked up above:
CNc1cncc(-c2cccc(C(=O)NCCN(C)C)c2)n1 – SUMO1-SIM PPI = -7
COc1cccc(NC(=O)CN(C)C(=O)c2cc3c(s2)CCCC3)c1 – Tb MetRS inh = -0.5

Next part
SMILES	SUMO1-SIM PPI	Scp1 inh	STEP inh	Rpn11 block	MsrA inh	Tb MetRS inh	DNMT1 inh	NadD inh	CSN inh	LMPTP inh
CCc1cc(/C(Cc2cscn2)=N\O)c(O)cc1O	2	1	-2	i	2.4	-0.3	3	-2	-1	-0.3
Nc1c(C(=O)Nc2ccc3c(c2)OCCO3)nnn1Cc1ccccc1	-1	-11	0	i	-1.0	0.2	-1	-6	0	0.4
COc1ccc(-c2nsc(SCC(=O)Nc3cc(C)on3)n2)cc1	4	0	8	i	-1.2	-0.6	-3	-1	2	-1.0
CCOc1ccccc1-c1noc(CCC(=O)NC2CCCCC2)n1	-1	-1	92*	i	0.4	0.2	-1	5	-2	0.8
COc1ccc(S(=O)(=O)N2CCN(C)CC2)c(C)c1	4	-2	3	i	-1.4	-0.2	2	1	-5	0.7
COc1ccc2ccccc2c1CN1CCCC(CO)C1 (centres undefined)	-2	-11	1	i	-0.1	-0.2	4	-5	3	-0.7
C[C@H](CO)NC(=O)[C@H](C)[C@@H]1C[C@@]1(C)[C@@H](NC(=O)OCc1ccccc1)c1ccccc1	0	0	-4	i	-1.4	-0.3	3	1	-1	-1.9
Nc1nc(CN2CCN(C(c3ccccc3)c3ccccc3)CC2)nc(Nc2ccccc2)n1	6	-4	3	i	-1.4	0.2	-4	7	-2	0.5
CN(CC(=O)NCc1ccncc1)S(=O)(=O)c1ccccc1	2	-3	0	i	-1.2	-0.1	1	3	0	-1.8
C[C@H]1CN([C@@H](C)CO)C(=O)CCCn2nncc2CO[C@@H]1CN(C)Cc1ccncc1	0	·	5	i	-1.9	0.3	3	-11	-3	-6.2
CCN(CC)S(=O)(=O)c1ccc(N/N=C(\C)c2ccc3c(c2)OCO3)c([N+](=O)[O-])c1	-10	-6	12	i	-0.9	-0.7	47	0	-3	1.3
COCCNC(=O)c1cccc(Nc2nc(-c3ccccc3)c3cc(Cl)ccc3n2)c1	-6	3	5	i	1.5	-0.8	-12	-9	-3	4.6
CCN(c1cccc(C)c1)S(=O)(=O)c1ccc(-c2coc(C)n2)cc1	0	-5	0	i	-0.8	-0.9	-1	-5	1	0.1
Fc1c(F)c(C(F)(F)F)c(F)c(F)c1N/N=C\c1cccs1	41*	-4	-2	i	0.9	-0.2	-7	-8	0	2.4
COc1ccccc1N1CC(C(=O)Nc2nnc(SCc3ccccn3)s2)CC1=O (centres undefined)	2	-9	4	i	0.1	0.3	-3	-1	-2	-0.6
Cc1csc2c(N3CCN(S(=O)(=O)c4ccc(Cl)cc4)CC3)ncnc12	2	6	-1	i	-0.1	-0.3	-1	-2	-2	-1.1
CCCn1c(SCC(=O)N2CCN(C(=O)c3ccco3)CC2)nc2ccccc2c1=O	4	-2	3	i	1.7	-1.6	11	2	-11	4.4
CCN(CC)CCOC(=O)c1cccc(Cl)c1	-2	-7	-4	i	-0.8	-1.0	3	-5	-4	-2.4
O=C(COC(=O)c1ccc(Br)c(S(=O)(=O)N2CCOCC2)c1)NCC1CCCO1 (centres undefined)	-1	-2	1	i	-0.3	-0.4	-1	6	-3	-2.1
COC(=O)/C(=C\c1cc(OC)c(OC)c(OC)c1)c1nc2ccccc2[nH]1	1	-6	2	i	-0.3	1.7	0	-7	-1	-0.5
COc1ccc(N2CCN(S(=O)(=O)c3cc4c(cc3C)NC(=O)CO4)CC2)cc1	29	-5	-1	i	0.3	-0.8	29	14	2	1.1
Cc1cc(NC(=O)CCN2C(=O)/C(=C\c3ccccc3)SC2=S)no1	-11	-4	0	i	0.0	-1.0	14	2	0	1.3
Brc1c(CSc2nncn2-c2ccccc2)nc2ncccn12	1	11	-5	i	-0.9	-1.8	6	0	-1	-2.5
Cc1ccc(S(=O)(=O)N2CCCC2C(=O)NCCc2ccccc2)cc1 (centres undefined)	0	-2	-1	i	1.3	0.0	0	-3	0	-1.5
Nn1c(COc2cccc(Br)c2)nnc1SCC(=O)NCC1CCCO1 (centres undefined)	8	5	-1	i	0.4	-0.5	-1	-2	-1	-2.3
Later entries.
SMILES	SUMO1-SIM PPI	Scp1 inh	STEP inh	Rpn11 block	MsrA inh	Tb MetRS inh	DNMT1 inh	NadD inh	CSN inh	LMPTP inh
Cc1ccccc1C(=O)NCc1nnc(SCC(=O)N2CCN(c3ccccc3)CC2)n1C	1	-8	2	i	-1.4	0.1	-2	0	20	-0.4
COc1cc(C(c2sc3nc(C)nn3c2O)N2CCc3ccccc3C2)cc(OC)c1OC (centres undefined)	-3	10	2	i	0.2	-1.6	0	2	-4	0.8
O=C(c1c(F)c(F)c(F)c(F)c1F)N(Cc1ccccc1)Cc1ccccc1	2	-7	3	i	0.6	-0.2	12	10	-6	1.9
COc1ccc(-c2csc3ncnc(NCCCO)c23)cc1	-9	-2	2	i	0.9	2.3	2	-4	3	-0.7
Cc1ccc(S(=O)(=O)c2c(C)nn(C(C)(C)C)c2OC(=O)c2ccco2)cc1	-2	-16	1	i	0.3	-1.1	-9	-10	-3	1.3
CCCCNc1nc2c(c(=O)[nH]c(=O)n2C)n1CCCc1ccccc1	1	·	2	i	-0.5	-0.1	0	3	-3	-0.7
CC1(C)OC(c2ccccc2)=C/C(=C/C=Nc2ccccc2)O1	-10	-11	2	i	3.6	0.1	-2	6	0	-0.7
O=C(O)CNS(=O)(=O)c1ccc2c(c1)C(=O)c1cc(S(=O)(=O)NCC(=O)O)ccc1-2	-4	8	0	i	0.9	0.6	1	3	-5	-1.0
COc1ccc(-c2coc3c(C)c4oc(=O)c(CCC(=O)O)c(C)c4cc23)cc1	24	-12	4	i	·	0.1	-1	-1	2	11

5 structures already listed, sorted by molar mass, ascending.
SMILES	SUMO1-SIM PPI	Scp1 inh	STEP inh	Rpn11 block	MsrA inh	Tb MetRS inh	DNMT1 inh	NadD inh	CSN inh	LMPTP inh
CNc1cncc(-c2cccc(C(=O)NCCN(C)C)c2)n1	-7	·	0	i	1.1	-0.2	-1	2	-1	-1.6
Fc1c(F)c(C(F)(F)F)c(F)c(F)c1N/N=C\c1cccs1	41*	-4	-2	i	0.9	-0.2	-7	-8	0	2.4
O=C(c1c(F)c(F)c(F)c(F)c1F)N(Cc1ccccc1)Cc1ccccc1	2	-7	3	i	0.6	-0.2	12	10	-6	1.9
COc1ccc(N2CCN(S(=O)(=O)c3cc4c(cc3C)NC(=O)CO4)CC2)cc1	29	-5	-1	i	0.3	-0.8	29	14	2	1.1
CCN(CC)S(=O)(=O)c1ccc(N/N=C(\C)c2ccc3c(c2)OCO3)c([N+](=O)[O-])c1	-10	-6	12	i	-0.9	-0.7	47	0	-3	1.3
